# NSD2 inh: inhibitors of human histone methyltransferase NSD2; NSD2 peptide methylation, AlphaScreen, 120 min; 0.54% of 310,000 active; O96028; inhibition, % at 12.5 µM; AID 743445; in the data active = inhibition above about 50%
# C-LANA FP: inhibitors of KSHV LANA C-terminal domain DNA binding; MBP-C-LANA/FAM-LBS DNA binding, fluorescence polarization; inhibition, % at 9 µM; 0.078% of 340,000 active; AID 504423;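 active = highest replicate inhibition at or above 60% at 9 µM, even if other replicates fall short; inactive = all replicates below 60% inhibition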;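 also: 0% = neutral control wells and 100% = 4 µM acridine orange control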
# PKA-R2B act: activates the human PKA-R2B holoenzyme complex; P22694+P31323; PKA-R2B holoenzyme dissociation, Cy5-IP20 fluorescence polarization; R2B truncated from residue 108, S112A mutant; 0% DMSO only, 100% 113 µM cGMP; activation, % at 11.4 µM; 0.079% of 340,000 active;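 active = activation above a cutoff set at the mean over all compounds plus 3 SD, cut at about 18% in these data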;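 also: higher means more holoenzyme dissociation and a rise in polarization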
# Target sequence (P31323 whole entry, looked up, other chains not shown, the tested form may be a part): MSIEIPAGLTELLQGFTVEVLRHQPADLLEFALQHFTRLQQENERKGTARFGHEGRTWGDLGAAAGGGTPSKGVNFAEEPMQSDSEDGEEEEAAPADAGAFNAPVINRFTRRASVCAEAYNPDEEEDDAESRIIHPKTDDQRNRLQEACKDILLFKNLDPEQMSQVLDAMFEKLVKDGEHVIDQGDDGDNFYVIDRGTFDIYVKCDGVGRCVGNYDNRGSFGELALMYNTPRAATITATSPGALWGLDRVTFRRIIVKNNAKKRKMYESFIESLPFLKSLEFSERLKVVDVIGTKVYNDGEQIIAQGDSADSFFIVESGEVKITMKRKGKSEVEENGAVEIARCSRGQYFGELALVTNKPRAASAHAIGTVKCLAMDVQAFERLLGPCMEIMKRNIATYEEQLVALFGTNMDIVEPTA
# DAGLB inhibitor: blocks human DAGLB lipase activity; HEK293T DAGLB membrane lysate, EnzChek fluorogenic substrate; inhibition, % at 5.17 µM; 0.059% of 340,000 active; in the data active = inhibition above about 34%;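 also: 0% = enzyme with vehicle and 100% = wells lacking enzyme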
# Target sequence (Q8NCG7 whole entry, looked up): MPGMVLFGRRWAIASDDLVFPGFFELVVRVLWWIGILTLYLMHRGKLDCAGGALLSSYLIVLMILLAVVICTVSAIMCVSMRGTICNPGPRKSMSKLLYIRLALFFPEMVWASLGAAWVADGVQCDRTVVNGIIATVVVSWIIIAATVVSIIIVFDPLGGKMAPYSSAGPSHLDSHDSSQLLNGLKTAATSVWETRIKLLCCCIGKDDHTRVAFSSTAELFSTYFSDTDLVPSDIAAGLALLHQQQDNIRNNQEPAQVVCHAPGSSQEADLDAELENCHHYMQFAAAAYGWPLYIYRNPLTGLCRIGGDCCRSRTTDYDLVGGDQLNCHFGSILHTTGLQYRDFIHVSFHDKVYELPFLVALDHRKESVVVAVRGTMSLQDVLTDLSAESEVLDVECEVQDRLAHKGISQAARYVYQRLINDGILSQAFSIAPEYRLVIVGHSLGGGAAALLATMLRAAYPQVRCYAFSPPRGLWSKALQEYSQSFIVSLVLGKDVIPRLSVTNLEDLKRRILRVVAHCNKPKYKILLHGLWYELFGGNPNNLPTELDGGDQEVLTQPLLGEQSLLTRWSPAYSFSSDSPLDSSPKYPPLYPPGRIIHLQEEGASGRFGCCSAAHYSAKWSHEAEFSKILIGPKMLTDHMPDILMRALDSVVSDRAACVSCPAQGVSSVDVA
# SR-BI uptake up: SR-BI HDL lipid transfer activation. activation, % at 12.5 µM. 0.096% of 320,000 active. CHO ldlA[mSR-BI] cells, DiI-HDL uptake fluorescence, 3 h; 100 = double the neutral-control signal;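 active = mean replicate activation of at least 60% and every replicate at or above 60%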;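 also: 0% = median plate neutral-control signal and 100% = twice that signal; values of inactives mirror those of a sister screen read the other way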
#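 System: CHO ldlA[mSR-BI] cells / Medium: HEPES-buffered (25 mM, pH 7.4) F12 plus 0.5% BSA / Probe or stimulus: labelled HDL, 10 µg/mL / Doses: single compound concentration, delivered by pin transfer / Schedule: 3 h, 37 °C / Measured by: DiI fluorescence, bottom read / Measure: cell-associated DiI fluorescence as measure of HDL uptake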
# Arr AP2 block: blocks beta-arrestin peptide binding to AP2 adaptin. FITC-arrestin peptide / GST-AP2 beads, flow cytometry; AP2 beta2 appendage carries R879A mutation. inhibition, % at 10 µM. 0.31% of 340,000 active. AID 504490;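 active = inhibition above a set limit, near 3 SD of compounds lacking own fluorescence, cut at about 54% in these data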;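 also: plate controls were DMSO wells for no effect and 5 µM unlabelled arrestin peptide for full effect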
#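 Material – GST-tagged AP2 beta2-adaptin appendage (R879A) on 4 µm glutathione beads · Probe or stimulus – fluorescein-tagged arrestin peptide at 50 nM final · Timing – 12 min plus 1 h, RT · Detection – bead flow cytometry, FITC channel · Read-out basis – inhibition as reduced fluorescein signal on beads, percent · Medium – PBS plus Tween 20 (0.05%) and BSA (0.1%)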
# SR-BI HDL uptake: blocks mouse SR-BI lipid uptake from DiI-HDL. Q61009. ldlA[mSR-BI] CHO cells, DiI-HDL uptake fluorescence, 3 h. inhibition, % at 12.5 µM. 0.96% of 320,000 active. AID 488896;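 active = mean replicate inhibition of at least 70% and a set share of replicates each scoring 70 or more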;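 also: 0% = median of neutral control wells and 100% = median of positive control wells; values of inactives mirror those of a sister screen read the other way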
# PvdQ inh: P. aeruginosa PvdQ acylase inhibition; purified PvdQ acylase, fluorescence plate reader; inhibition, % at 10 µM; 0.063% of 340,000 active; in the data active = inhibition above about 30%, passing the limit was not always enough;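 also: 0% = vehicle neutral wells and 100% = reference inhibitor wells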
# RTF Ca sens inh: cardiac RTF calcium desensitization | IANBD-labeled cardiac RTF, Ca2+ fluorescence | inhibition, % at 7.15 µM | 0.12% of 340,000 active;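 active = inhibition above the mean inhibition of all tested compounds plus 3 SD, cut at about 17% in these data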;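 also: assay run at fixed EC70 calcium of 1.6 mM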
# Keap1 Nrf2 FP: Keap1-Nrf2 (human) interaction inhibition; Q14145; Keap1 Kelch-Nrf2 peptide fluorescence polarization, 1536-well; inhibition, % at 9.4 µM; 0.15% of 340,000 active; AID 504523; in the data active = inhibition above about 12%;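 also: human Keap1 Kelch domain with fluorescein labeled Nrf2 9mer peptide probe; 0% = neutral control wells and 100% = peptide positive control; higher means more block of Keap1 binding to Nrf2 peptide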
# * = called active by the depositor; x = no result given.
SMILES,NSD2 inh,C-LANA FP,PKA-R2B act,DAGLB inhibitor,SR-BI uptake up,Arr AP2 block,SR-BI HDL uptake,PvdQ inh,RTF Ca sens inh,Keap1 Nrf2 FP
Cc1ccc(NC(=O)c2cc(S(=O)(=O)N3CCOCC3)cn2C)cc1Cl,x,2.3,-7,0,-42,0,42,-13,-5,0
Cc1cccc(N2CCN(C(=O)C3CCCN(S(=O)(=O)c4cnc[nH]4)C3)CC2C)c1 (stereo not drawn),x,0.6,11,1,12,3,-12,4,1,-3
CCSc1nc(O)cc(=O)n1CC,-4,-0.6,5,-1,10,19,-10,-20,-5,-2
Fc1ccc(CNC(=S)NCc2cccc(Cl)c2)cc1,-18,-1.0,-6,-4,-4,5,4,10,2,-2
CC12CCC(C(=O)NCc3ccco3)(OC1=O)C2(C)C (stereo not drawn),-4,0.1,4,2,15,2,-15,8,1,6
CCN(Cc1ccccc1)C(=O)COC(=O)c1cc(=O)[nH]c2ccccc12,-4,0.4,-9,0,-6,2,6,5,-12,-1
Cc1cc(CNC(=O)COC(=O)C2CC3CCCC(C2)C3=O)cc(C)c1O (stereo not drawn),-1,-1.1,-5,1,2,-11,-2,-16,0,-3
O=c1o[nH]c(-c2ccccc2)c1N=Nc1c(F)cccc1Cl,3,0.0,-1,26,6,-5,-6,-12,-5,-4
O=C(NCc1ccc2c(c1)OCO2)C1CCN(S(=O)(=O)c2cccc3nsnc23)CC1,-4,-0.8,-8,0,20,25,-20,8,9,-1
COc1ccccc1N(C)S(=O)(=O)c1ccc(Cl)c(C(=O)N2CCC(C(N)=O)CC2)c1,-2,0.1,-4,-1,10,-8,-10,-2,-10,3
Cc1ccc(C)c(S(=O)(=O)N2CCN(c3ncccn3)CC2)c1,-2,0.2,-4,-2,-7,7,7,-11,-8,-3
N#Cc1cc(-c2ccc(Cl)cc2)cnc1Sc1ccc(F)cc1,-3,0.5,0,-14,-24,6,24,-15,2,-3
CCN(CC(=O)Nc1ccc2c(c1)OCCO2)C(=O)CCOc1ccccc1,0,0.1,1,1,3,41,-3,1,-17,2
CC(OC(=O)Cc1c[nH]c2ccccc12)C(=O)Nc1ccccc1[N+](=O)[O-] (stereo not drawn),3,1.6,-10,2,10,4,-10,-4,-3,0
Cc1ccc(NC(=O)Cn2c(O)c(N=NS(=O)(=O)c3ccc(C)cc3)c3ccccc32)cc1,11,2.2,-3,0,-12,1,12,-10,-6,4
CC(=O)Nc1ccc(S(=O)(=O)N2CCC(C(=O)c3ccc(F)cc3)CC2)cc1,-1,-0.1,-12,-2,6,18,-6,-11,9,-3
Cc1cccc(N2CCN(CC(=O)Nc3nccs3)CC2)c1C,2,-0.8,-2,-4,-19,26,19,4,7,6
CCCCNS(=O)(=O)c1ccc(NC(=O)C2c3ccccc3Oc3ccccc32)cc1,-2,0.2,14,-4,21,1,-21,-9,-4,-5
COc1ccccc1NC(C)C(=O)N/N=C/c1ccccc1OCc1cccc(Br)c1 (stereo not drawn),-2,0.0,6,0,-22,0,22,-14,-14,2
CCc1ccc2nc(SCC(=O)Nc3ccccc3N3CCOCC3)c(C#N)cc2c1,-1,1.9,7,-2,x,14,x,-2,4,-2

# Continued; the last 6 above are carried over.
SMILES,NSD2 inh,C-LANA FP,PKA-R2B act,DAGLB inhibitor,SR-BI uptake up,Arr AP2 block,SR-BI HDL uptake,PvdQ inh,RTF Ca sens inh,Keap1 Nrf2 FP
Cc1ccc(NC(=O)Cn2c(O)c(N=NS(=O)(=O)c3ccc(C)cc3)c3ccccc32)cc1,11,2.2,-3,0,-12,1,12,-10,-6,4
CC(=O)Nc1ccc(S(=O)(=O)N2CCC(C(=O)c3ccc(F)cc3)CC2)cc1,-1,-0.1,-12,-2,6,18,-6,-11,9,-3
Cc1cccc(N2CCN(CC(=O)Nc3nccs3)CC2)c1C,2,-0.8,-2,-4,-19,26,19,4,7,6
CCCCNS(=O)(=O)c1ccc(NC(=O)C2c3ccccc3Oc3ccccc32)cc1,-2,0.2,14,-4,21,1,-21,-9,-4,-5
COc1ccccc1NC(C)C(=O)N/N=C/c1ccccc1OCc1cccc(Br)c1 (stereo not drawn),-2,0.0,6,0,-22,0,22,-14,-14,2
CCc1ccc2nc(SCC(=O)Nc3ccccc3N3CCOCC3)c(C#N)cc2c1,-1,1.9,7,-2,x,14,x,-2,4,-2
O=S(=O)(CCN1CCOCC1)c1ccc(Oc2ccc(S(=O)(=O)CCN3CCOCC3)cc2)cc1,-3,3.5,-4,2,6,14,-6,-4,2,-3
COc1ccc(C(=O)NC(=S)N2CCCCC2)cc1[N+](=O)[O-],-2,1.3,-5,1,-7,0,7,-4,-15,1
N#CC1=C(SCc2ccc(C#N)cc2)N=C(N)C(c2nc(-c3ccccc3)cs2)C12CCCCC2 (stereo not drawn),-6,0.0,0,-2,-30,-7,30,19,3,-1
Cc1ccc2oc(C(=O)NCCC3CCCCO3)c(C)c2c1 (stereo not drawn),-6,-0.8,-10,-3,22,9,-22,-5,-2,-2
CN1CC(c2ccccc2Cl)C2(COc3ccccc3C2=O)C12C(=O)Nc1ccccc12 (stereo not drawn),0,-0.3,-9,-5,-16,-5,16,-12,-8,-3
CN(c1ccc(C(=O)Nc2ccc3c(c2)OCO3)cc1)S(C)(=O)=O,6,-0.3,-3,1,13,0,-13,5,-1,-5
Cc1ccc(S(=O)(=O)N2CCC(C(=O)NCCc3ccccn3)CC2)cc1,5,-0.7,4,1,23,1,-23,-16,-4,-2
Cc1noc(C)c1COc1ccc(CC(=O)NC2CCCCCC2)cc1,1,-1.0,-9,-3,-1,0,1,-7,4,1
COc1ccc(C2CC(C)=C(C#N)S(=O)(=O)C2C#N)cc1 (stereo not drawn),0,-4.4,-7,1,1,4,-1,-7,-4,-3
Cc1nc(CS(=O)(=O)c2ccccc2)cc(Sc2ccc(Cl)cc2)n1,-2,-0.6,4,-2,-15,28,15,-3,-5,5
COc1ccc(C)cc1NC(=S)N1CCOCC1,3,-0.7,2,-1,13,-14,-13,-13,-1,1
CC(=O)c1ccc(NC(=O)C2CCN(S(=O)(=O)c3cccnc3)CC2)cc1,6,-0.6,-8,0,32,-2,-32,-7,12,1
Cc1ccc(OCC(=O)NNC(=O)C2CC(=O)N(c3ccc4c(c3)OCCO4)C2)cc1 (stereo not drawn),-2,0.2,-9,3,-13,1,13,-8,-12,-2
CCOC(=O)C1Cn2c(nc3c(c2=O)C(C)(CC)Cc2ccccc2-3)S1 (stereo not drawn),x,3.0,-11,-7,-16,24,16,6,-6,-2
Nc1ccc(C(=O)OCC(=O)NC2CCS(=O)(=O)C2)cc1[N+](=O)[O-] (stereo not drawn),0,-1.2,-6,1,x,-1,x,-13,-2,-7
COc1ccc(S(=O)(=O)N(CC(=O)NCc2ccncc2)Cc2ccccc2)cc1,0,-0.8,-4,0,x,26,x,-6,-1,-1
Clc1ccc(-c2nnc(COc3ncnc4ccccc34)o2)cc1,-5,0.0,3,0,1,-4,-1,-1,-2,-6
COc1cc(NC(=O)c2ccc([N+](=O)[O-])cc2)c(OC)cc1NC(=O)CC(C)C,0,1.0,9,2,-41,49,41,4,-2,3
C=CCOc1ccc(CNC(C)(C)CO)cc1OC,1,-2.9,5,-2,4,12,-4,-3,1,3
O=C(N/N=C/c1ccncc1)c1nc2ccccc2c(=O)[nH]1,0,-0.6,0,-1,x,10,x,-9,-7,-4
O=C(Nc1ccc(CN2CCOCC2)cc1)c1ccc(Cl)cc1Cl,1,-0.1,2,-6,-32,-16,32,6,1,-2
COc1ccc(CCNC(=O)C2CCN(S(=O)(=O)c3cccc4cccnc34)CC2)cc1OC,1,-0.5,-8,1,-12,-7,12,-20,-5,-4
CC1S/C(=N/N=C/c2cccc([N+](=O)[O-])c2)NC1=O (stereo not drawn),-2,0.4,5,-9,4,5,-4,-9,2,-3
Cc1cc(=O)oc2cc3c(cc12)OCO3,0,-2.9,-6,-1,6,-16,-6,-12,-1,-1
CC(=O)Nc1ccc(NC(=O)c2ccc(Cn3cc(Cl)cn3)cc2)cc1,0,-0.9,9,0,-59,8,59,-15,-9,-6
CCOC(=O)c1nnn(-c2nn3nnnc3c3ccccc23)c1C,4,0.6,-18,-4,-18,15,18,4,-4,-2
O=S(=O)(NCCc1csc(-c2ccccc2)n1)c1cccnc1,x,-0.8,-8,1,2,-8,-2,-7,1,-3
COc1cc(-c2noc(C)c2C(=O)NCCc2ccccc2)cc(OC)c1OC,x,0.3,2,-6,-2,22,2,10,-17,1
CCOc1cc(S(=O)(=O)NC2CCCCC2)ccc1F,-1,0.5,-17,-5,-13,-11,13,-18,-5,3
CS(=O)(=O)c1ccc2nc(NC(=O)c3ccc(NS(=O)(=O)c4ccc(F)c(F)c4)cc3)sc2c1,3,0.9,10,4,-28,34,28,8,7,0
O=C(O)CCC(=O)NCc1cn(-c2ccccc2)nc1-c1cccc(Br)c1,3,2.4,-5,2,6,9,-6,-2,5,4
O=C(O)c1ccc(NC(=O)c2cn(-c3ccccc3)nc2-c2cccc(Cl)c2)cc1,6,0.2,0,2,-1,-13,1,-18,-5,2
CCc1nc2sccc2c(=O)n1N,6,3.4,6,0,2,11,-2,5,4,-4
CC(C)NC(=O)c1ccc2c(=O)n(Cc3ccco3)c(=S)[nH]c2c1,20,0.3,-2,2,18,-1,-18,-12,1,-3
COc1ccc(CC(=O)NNS(=O)(=O)c2ccc(F)cc2)cc1OC,-3,0.1,5,1,19,-2,-19,-19,-1,-5
Cc1ccc(N2CCCCn3c2nc2c3c(=O)n(CC(=O)O)c(=O)n2C)cc1,5,-2.0,7,-2,15,25,-15,8,3,-4
COc1ccc(-c2ccc(SCC(=O)NCc3ccco3)nn2)cc1OC,11,-0.1,9,-2,18,13,-18,-14,0,-14
Cc1ccc(-c2cc(C(=O)NCCCn3ccnc3)c3ccccc3n2)s1,-3,0.0,11,0,-24,7,24,-40,-11,-6
COc1ccccc1N1CCN(C2CCCN(C(=O)c3cccc(-c4ccco4)c3)C2)CC1 (stereo not drawn),11,-1.2,-2,-2,-55,24,55,1,6,-1
CC(C)(C)N/N=C/c1cc(Cl)cc([N+](=O)[O-])c1O,12,0.5,3,12,-9,5,9,-9,-3,-3
Cc1cccc(N2CCN(C(=O)c3cccc(N4C(=O)C5C6C=CC(C6)C5C4=O)c3)CC2C)c1 (stereo not drawn),4,-0.2,1,1,-22,-6,22,-6,5,3
COc1cccc(-c2nnc(Nc3nc4c(F)cccc4s3)o2)c1,x,1.0,-6,14,-1,4,1,-12,-7,-5
CCSc1nnc2c(n1)OC(C)(C)Nc1ccccc1-2,-1,-1.7,9,-2,-11,3,11,-1,-6,-6
